GALK inhibitor: galactokinase (human) inhibition. P51570. AID 1868. 270,000 compounds, 0.007% hits. Potency, µM (doses to about 57.5 µM), for the others: at the top dose activity change, negative = inhibition, usual class: inhibitors. Purified GALK, Kinase-Glo residual ATP luminescence; further: potency means the concentration at half of the fitted maximal effect; on the % scale 0 is the no-effect control and ±100 the full control effect
Target sequence (P51570 whole entry, looked up): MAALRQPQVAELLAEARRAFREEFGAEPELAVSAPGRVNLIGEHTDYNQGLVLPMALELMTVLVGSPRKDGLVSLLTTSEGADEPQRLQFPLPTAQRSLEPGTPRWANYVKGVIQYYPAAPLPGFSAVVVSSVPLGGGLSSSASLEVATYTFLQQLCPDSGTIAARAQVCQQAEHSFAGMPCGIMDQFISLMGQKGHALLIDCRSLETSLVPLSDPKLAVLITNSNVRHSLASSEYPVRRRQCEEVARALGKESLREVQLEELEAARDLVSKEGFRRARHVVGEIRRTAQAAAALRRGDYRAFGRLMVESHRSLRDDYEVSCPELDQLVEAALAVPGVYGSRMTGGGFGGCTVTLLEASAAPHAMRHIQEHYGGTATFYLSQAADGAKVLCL
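Kinase-Glo Plus luminescence measured ATP left after a 1 h room-temperature reaction. The reaction used 5 nM GALK, 100 uM galactose and 35 uM ATP at pH 8.0 (20 mM HEPES, 5 mM MgCl2, 60 mM NaCl, 1 mM DTT, 0.01% BSA).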
Integrin act MD: activators of alpha7 integrin expression for muscular dystrophy | 350,000 compounds, 0.064% hits | Potency, µM (series often up to 38.3 µM), for inactives: top-dose activation, hits mostly activators | AID 624291 | alpha7betagal myoblasts, beta-gal FDG fluorescence, 48 h;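 further: potency means the concentration at half of the fitted maximal effect; 100% = response of the positive control SU9516; nearly all actives have a fitted effect of over 60% in size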
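alpha7betagal+/- myoblasts (passage 13, 250/well) treated 48 h at 37C with compounds at 1:260 dilution of DMSO stock. Lysed, then beta-galactosidase activity read as FDG fluorescence (ex 480/em 540) after 30 min, with pre-read for autofluorescence.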
ASM inhibitor: human S-ASM enzyme inhibition; P17405; placental ASM, HMU-PC fluorogenic substrate, 60 min; Potency, µM (doses to about 57.5 µM), inactives show at the highest dose activity change, negative = inhibition, most hits filed as inhibitors; 340,000 compounds, 0.006% hits; further: potency means the concentration at half of the fitted maximal effect
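Fluorescence read-out (Ex 386 nm, Em 447 nm) after stopping the reaction at pH 10. Enzyme: ASM from human placenta; substrate HMU-PC0, 9 uM final; 60 min, 37 °C. Compound preincubation 10 min, ambient temperature.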
MLL CXXC-DNA inh: blocks binding of human MLL CXXC domain to DNA; MLL-CXXC / FITC-HOXA9 DNA fluorescence polarization; Potency, µM (series often up to 115 µM), for the others: at the highest dose activity change, negative = inhibition, hits mostly inhibitors; 290,000 compounds, 0.037% hits; active means well fitted inhibition curve with a large enough effect in the polarisation, with a control signal flat, not every such curve was filed as active; inconclusive means small, poorly fitted or top-dose-only effect, or effect the other way, or a change in a side signal; inactive means no such curve, though single readings can be large or run the other way; the % refers to the polarisation; further: potency means the concentration at half of the fitted maximal effect
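Steps: dispense CXXC domain solution (7 uM) → pin compounds or unlabeled HOX-A9 DNA control → 5 min ambient → add FLSN-HOX-A9 solution (50 nM) → spin → 30 min ambient → fluorescence polarization. Tris pH 7.5/NaCl/DTT/BSA buffer.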
A-T KAP1 phos: candidate therapy for ataxia-telangiectasia; […] A-T fibroblasts, KAP-1 phosphorylation AlphaLISA; neocarzinostatin DNA damage 30 min before lysis; Potency, µM (doses to about 57.5 µM), inactives show top-dose activation, most hits filed as activators; 320,000 compounds, 0.19% hits; further: potency means the concentration at half of the fitted maximal effect; % of control where 0% means no effect; nearly all actives have a fitted effect of over 45% in size
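hTERT-immortalized A-T patient fibroblasts ([…]), 500 cells/well in OPTI-MEM, 1% FBS, got compounds for 60 min, then NCS for 30 min at 37C. Lysates were then assayed for phospho-KAP-1 by AlphaLISA (anti-pKAP1 donor, anti-KAP1 acceptor beads), 6 hr at 25C.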
KCNH2 3.1 block: KCNH2 3.1 (human) potassium channel inhibition. U2OS KCNH2 3.1, thallium flux FluxOr; stronger effect = lower value. activity change, % (tested at about 1.8 µM). 340,000 compounds, 0.95% hits. AID 720553;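 active means maximum activity change below -70%; inconclusive means maximum activity change from -70% to -50%; inactive means maximum activity change above -50%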;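 further: thallium influx rate constant from kinetic fluorescence after stimulation buffer; on the % scale 0 is the no-effect control and ±100 the full control effect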
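U2OS cells transduced with KCNH2 3.1 mutant virus (1.77 x 10^8 /mL, 4 h), plated overnight at 37 C, loaded 45 min with FluxOr dye plus Red40 quencher. Thallium flux rate constant from kinetic reads after stimulation buffer, normalised to controls.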
Coupling enz: coupling enzyme interference in Giardia aldolase counter-screen. coupling enzyme system counterscreen, AmpLite Red fluorescence. activity change, negative = inhibition, % at 58.2 µM, hits read low. 290,000 compounds, 0.67% hits; in the data active means activity change below about -30%; further: on the % scale 0 is the no-effect control and ±100 the full control effect
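Counterscreen of the coupled detection system alone, without aldolase: glyceraldehyde-3-phosphate coupling enzymes plus AmpLite Red readout. Compounds at 57.5 uM final, 10 min RT preincubation, 20 min RT reaction, fluorescence 525/598 nm.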
hERG WT inh: KCNH2 (human, wildtype) channel inhibition; Q12809; U2OS, BacMam KCNH2, thallium flux FluxOr; stronger effect = lower value; activity change, % at 1.84 µM; 340,000 compounds, 0.37% hits;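 active means maximum activity change below -70%; inconclusive means maximum activity change between -70% and -50%; inactive means maximum activity change above -50%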; further: on the % scale 0 is the no-effect control and ±100 the full control effect
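U2OS cells were transduced with wild-type KCNH2 virus (2.03 x 10^8 / mL) for 4 h at room temperature, then cultured overnight at 37 C. Thallium flux was read with FluxOr dye. Rate constants were normalized to DMSO controls.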
MBNL1-CUG inh: inhibitors of human MBNL1 binding to CUG repeat RNA; Q9NR56; TR-FRET MBNL1-His/biotin-(CUG)12 binding, 665/545 ratio; Potency, µM (highest dose often 57.5 µM), for the others: at the top dose activity change, negative = inhibition, usual class: inhibitors; 280,000 compounds, 0.036% hits; AID 2675; active means well fitted inhibition curve with a large enough effect in the signal ratio, with a control signal flat, not every such curve was filed as active; inconclusive means small, poorly fitted or top-dose-only effect, or effect the other way, or a change in a side signal; inactive means no such curve, though single readings can be large or run the other way; the % refers to the signal ratio; further: potency means the concentration at half of the fitted maximal effect; on the % scale 0 is the no-effect control and ±100 the full control effect
Target sequence (Q9NR56 whole entry, looked up): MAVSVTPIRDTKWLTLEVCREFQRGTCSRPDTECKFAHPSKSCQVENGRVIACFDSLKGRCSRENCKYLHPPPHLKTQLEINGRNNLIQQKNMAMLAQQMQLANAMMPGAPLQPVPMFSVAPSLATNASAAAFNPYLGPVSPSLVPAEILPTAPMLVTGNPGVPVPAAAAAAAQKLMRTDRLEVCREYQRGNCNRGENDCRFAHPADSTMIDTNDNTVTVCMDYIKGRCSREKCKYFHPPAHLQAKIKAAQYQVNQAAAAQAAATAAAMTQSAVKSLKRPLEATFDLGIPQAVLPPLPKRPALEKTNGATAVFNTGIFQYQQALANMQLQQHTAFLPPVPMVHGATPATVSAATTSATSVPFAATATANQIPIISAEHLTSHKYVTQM
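MBNL1-His + Biotin-(CUG)12, cpd titration 92 nM–58 uM; Tb anti-His Ab 0.055 ng/ul, SA-XL665 5 nM (final); 60 min RT; ratiometric 665/545 nm, Ex 340 nm; normalized to buffer and full-complex controls.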
TRPV1 ag: activates the human vanilloid receptor TRPV1; Q8NER1; TRPV1-expressing cells, Fluo-8 calcium influx, agonist mode; activation, % at 8.33 µM; 320,000 compounds, 0.19% hits; AID 540275; in the data active means activation above about 80%; inconclusive means between about 30% and that limit; further: 0% is about no effect
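Cells expressing TRPV1 were dye-loaded with Fluo-8 and read kinetically: 10 s baseline, 3 min after compound (agonist portion), then 2 min after EC20 capsaicin (allosteric enhancer portion). Calcium-bound dye fluorescence at 480/520 nm.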
* hit, by the source's call; ? = inconclusive; . = no result given; [ ] = remark or other dose. Unless noted, the call rests on the fitted dose curve; in most records, active means well fitted curve in the direction sought with a large enough effect; inconclusive means small, poorly fitted or top-dose-only effect, or another doubt; inactive means no such curve, though single readings can be large; an effect the other way counts as inactive or inconclusive.

Molecule,hERG WT inh,A-T KAP1 phos,MLL CXXC-DNA inh,MBNL1-CUG inh,Coupling enz,ASM inhibitor,KCNH2 3.1 block,TRPV1 ag,Integrin act MD,GALK inhibitor
CCCCn1c(N)c(N(CCC(C)C)C(=O)c2ccc3ccccc3c2)c(=O)[nH]c1=O,1.0,4.3%,.,.,.,4.3%,-5.8,0.6,-5.0%,.
CC(C)CC1NC(=O)N(CC(=O)N(C)C2CCCCC2)C1=O (stereo not drawn),-8.7,-16.6%,.,.,.,-1.7%,-6.3,.,14.5%,.
C=CCOC(=O)C1=C(C)N=C2SCCC(=O)N2C1/C=C/c1ccccc1OC (stereo not drawn),.,16.1%,1.4%,8.0%,0.2,-1.5%,-12.4,4.8,0.0%,-0.9%
NCCCC[C@@H](C(=O)N1CCNCC1)n1cc([C@@H](N)CC(N)=O)nn1,-11.7,6.2%,.,.,.,2.0%,5.2,-3.5,13.7%,.
O=C(Nc1ccc(C2=NCCN2)cc1)c1ccc(Cl)c(C(=O)Nc2ccc(C3=NCCN3)cc2)c1,.,1.0%,?,?,2.4,.,.,-4.6,.,11.2%
Cc1ccc(Sc2ccc(C(=O)NC(C)C)cc2[N+](=O)[O-])cc1,-2.7,-2.6%,-9.9%,13.4%,2.4,-2.9%,-17.3,?,0.0%,1.9%
CCOC(=O)c1cnn(-c2ccccc2)c1-n1cccc1C(=O)C(=O)N(CC)CC,.,12.5%,-3.4%,-8.4%,-10.0,-1.6%,1.8,6.1,15.2%,3.6%
COc1ccc(CN2CN(S(=O)(=O)c3ccccc3)c3nc4ccccc4nc32)cc1,-1.6,-1.4%,-7.0%,1.2%,-5.3,11.0%,-19.5,0.9,13.0%,-0.8%
CC(CC(=O)NCCc1ccc(F)cc1)c1ccccc1 (stereo not drawn),6.2,6.0%,3.1%,-6.8%,3.1,0.4%,-1.1,16.7,-27.1%,-1.6%
O=C(NNC(=S)NC1CCCCC1)c1cccs1,-5.2,9.6%,-5.3%,?,-1.5,1.3%,3.6,2.2,-35.8%[inhibitor],-1.5%
COc1ccc(CSc2nc3ccccc3c(=O)n2CCCN2CCOCC2)cc1F,31.4,-1.2%,4.9%,-8.5%,0.6,-3.0%,-18.3,14.0,-32.1%,2.2%
COc1ccc(-c2n[nH]c(C)c2-c2cnn(-c3ccccc3)c2)c(O)c1,-24.3,-0.4%,-7.4%,-8.0%,10.1,?,0.5,11.2,27.2%[7.66 µM],-0.3%
COc1cc(/C=C2\C(=N)N3N=C(S(C)(=O)=O)SC3=NC2=O)ccc1OS(=O)(=O)c1ccc(C)cc1,0.8,7.9%,?,13.4%,6.7,?,-8.9,-0.4,11.9%,-23.9%
COc1cc(C2C(=O)N(C3CCCC3)CC(=O)N2Cc2ccco2)ccc1OC(C)C (stereo not drawn),-13.2,-5.5%,-3.0%,-26.5%,.,-3.7%,8.7,0.6,-19.8%,0.2%
CC(=O)c1sc(NC(=O)CCS(=O)(=O)c2ccccc2)nc1C,-19.6,-0.1%,?,8.5%,0.0,6.7%,-5.7,-8.7,-64.1%[inhibitor],-0.6%
C/C(=N/N=C1/NC(=O)CC(C(=O)O)S1)c1ccccc1 (stereo not drawn),8.2,15.8%,3.6%,-6.8%,7.5,4.4%,18.0,-5.0,0.4%,-3.2%
COc1ccc(Cc2nnc(NC(=O)Nc3ccccc3OC)s2)cc1,-5.1,0.0%,-13.5%,-1.1%,-0.6,-5.4%,5.5,-0.3,-24.1%,.
Cc1[nH][nH]c(=O)c1N=Nc1ccc(S(N)(=O)=O)cc1,-3.8,.,.,.,.,-1.4%,3.3,.,-12.6%,.
O=C(CC1(O)CCCCC1)OC1CCCC1,-17.2,.,.,.,.,3.0%,-7.2,.,-14.9%,.
C=CCNC(=O)COc1cc(C)ccc1C,-7.5,-0.3%,-9.6%,.,1.8,5.2%,0.7,3.6,7.3%,0.1%
Cc1ccc(NCC(=O)NNC2=NCCC2)c(C)c1,19.8,-2.3%,4.6%,?,-0.5,-2.2%,25.0,-4.8,?,-1.2%
COc1cccc(CC2(CO)CCCN(Cc3cn[nH]c3C3CCCCC3)C2)c1 (stereo not drawn),-14.2,-0.3%,5.7%,-2.2%,7.0,4.1%,-1.6,-0.8,?,1.9%
Cc1cc(NC(=O)c2ccc([N+](=O)[O-])cc2Cl)ccc1NC(=O)c1ccco1,17.1,5.5%,1.2%,-1.5%,0.8,1.2%,-10.9,-1.7,-21.8%,.
Cc1onc(-c2ccccc2)c1C(=O)OCC(=O)N1CCC(C)CC1,16.4,4.7%,.,.,.,4.0%,-24.8,?,-20.8%,.
CCN(Cc1nc(-c2ccc(C)cc2)no1)C(=O)c1ccco1,3.4,-1.4%,-8.0%,-8.3%,1.7,-0.1%[11.5 µM],-13.6,4.3,0.3%,3.5%
O=C(COc1ccc2ccccc2c1Br)Nc1ncn[nH]1,-1.1,3.2%,-5.9%,11.5%,0.6,0.6%,2.3,-0.8,?,9.0%
Cc1ccc(SCC(=O)O/N=C(\N)c2ccc([N+](=O)[O-])cc2)cc1,22.9,15.6%,-6.5%,?,0.0,-1.8%,-15.5,8.2,-29.1%,0.2%
CCOc1cccc(C(=O)Nc2cc(C)ccc2NC(=O)c2ccco2)c1,47.6,-4.0%,1.9%,1.8%,0.4,-3.0%,0.7,?,9.2%,3.3%
COc1cc(-c2cc(C(=O)NCc3ccc(S(N)(=O)=O)cc3)c3ccccc3n2)cc(OC)c1OC,-22.4,9.0%,1.5%,?,0.6,-2.8%,7.8,2.1,?,5.1%
COc1ccccc1C(=O)NCC(=O)OCC(=O)NNC(=O)c1ccc(Br)cc1,-2.5,-0.4%,.,.,.,-0.4%,-5.4,.,12.1%,.
O=C(C[n+]1cc(Br)cc2ccccc21)c1ccc(Br)cc1,2.8,-5.6%,13.5%,?,2.0,-5.1%,-10.8,9.7,-4.0%,3.6%
O=C(O)CCCC(=O)NCc1c(Cl)cccc1Sc1ccc(Cl)cc1,0.9,0.6%,-10.3%,-16.1%,2.0,-1.7%,-13.9,3.4,2.4%,-0.3%
COC(=O)c1cc(NC2c3ccccc3C(=O)N2CCN2CCOCC2)cc(C(=O)OC)c1 (stereo not drawn),1.8,-3.3%,-1.0%,3.7%,2.0,9.6%,29.5,-0.3,2.5%,2.0%
COC(=O)c1ccsc1NC(=O)CN1CCN(Cc2ccc3c(c2)OCO3)CC1,-17.2,5.8%,2.3%,-6.9%,-0.9,3.4%,-48.3,-1.6,-1.9%,5.2%
CCn1c(CSc2nc3ccccc3[nH]2)n[nH]c1=S,-12.7,-1.3%,-4.9%,-9.7%,-2.9,1.8%,-22.0,-3.8,26.7%,0.2%
O=C(Oc1ccc(-c2csnn2)cc1)C1CC1,-0.6,0.3%,-11.6%,-9.9%,0.1,-0.1%,11.5,-7.2,23.0%,2.4%
COc1ccc(OC)c(N(CC(=O)Nc2cccnc2)S(=O)(=O)c2ccc(OC)c(OC)c2)c1,3.2,4.8%,9.6%,-5.2%,1.6,1.0%,5.6,7.5,-12.4%,-3.1%
C=CCc1ccc(OCC(O)CN2CCN(Cc3ccccc3)CC2)c(OC)c1 (stereo not drawn),39.2,-1.4%,-1.2%,-5.2%,-0.4,-0.6%,8.5,-2.7,16.1%,4.9%
Cc1nn(-c2ccc(F)cc2)c2sc(C(=O)OC3CCOC3=O)cc12 (stereo not drawn),-6.4,-0.1%,7.5%,0.1%,0.4,-9.7%,0.0,5.7,-9.9%,2.3%
COc1ccc(CN2C3CCC2CC(NC(=O)c2cccc(F)c2)C3)cc1 (stereo not drawn),-25.9,5.6%,9.2%,-9.8%,1.8,0.5%,-84.2*,2.1,-7.4%,6.1%
C[C@@]12CC(=O)NC1N(C(=O)c1ccccc1)C(c1ccccc1OC(=O)c1ccccc1)C2 (stereo partly drawn),0.2,0.1%,0.8%,-1.8%,0.3,-1.0%,4.3,-2.4,3.5%,0.4%

Screens as filed in PubChem BioAssay.
